NOD1 inhibition: NOD1 signaling inhibitors, primary screen, cell-based, luminescence, uHTS (AID 1578); NOD1-driven NF-kB luciferase reporter cells, luminescence; higher % means a stronger effect; inhibition, % at 4 µM, or EC50 in µM where a hit was titrated; 290,000 compounds, 1% hits; in the data active = inhibition mostly above about 36%, no sharp cut-off; inactive = mostly below about 34%;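 also: HEK-293T reporter cells stimulated with the NOD1 agonist gamma-tri-DAP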
KOR beta-arrestin-1: KOR agonists, beta-arrestin recruitment, primary screen, cell-based, luminescence, uHTS (AID 1777). activation, % at 10 µM, or EC50 in µM where a hit was titrated. KOR beta-arrestin recruitment, luminescence; higher % means a stronger effect. Kappa-type opioid receptor (Homo sapiens). 280,000 compounds, 0.02% hits; in the data active = activation above about 50%, passing the limit was not always enough; also: a part of the inactive calls stands beside numbers as strong as those of hits
GPR55 activation: GPR55 agonists via beta-arrestin recruitment, primary screen, imaging, U2OS cells, beta-arrestin-GFP redistribution (AID 1961); 290,000 compounds, 0.048% hits; one-dose activation, % at 10 µM; EC50 in µM for titrated hits; U2OS GPR55 beta-arrestin-GFP redistribution imaging; higher % means a stronger effect;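 active = activation above 40% with more than 50 cells counted in the well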;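 also: U2OS osteosarcoma cells stably expressing GPR55 and beta-arrestin-GFP; plate controls were DMSO negative control for no effect and LPI positive control for full effect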
Myeloid diff MLP: induction of myeloid progenitor differentiation, primary screen, cell-based, flow cytometry, MLPCN library; ER-HoxA9 myeloid progenitors, lysozyme-GFP differentiation; calls only at 10 µM; 360,000 compounds, 1% hits; AID 624256, 2012;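 active = normalized GFP-positive differentiation at or above the plate's own cutoff, the solvent-only control mean plus 3 SD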;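 also: cells exposed to compound for four days before flow analysis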
GPR35 antagonists: GPR35 antagonists blocking zaprinast-driven arrestin recruitment, primary screen, imaging, U2OS, beta-arrestin-GFP, zaprinast agonist (AID 2058); G-protein coupled receptor 35 (Homo sapiens); U2OS GPR35 beta-arrestin-GFP translocation imaging, zaprinast antagonism; higher % means a stronger effect; inhibition, % at 10 µM; hits with a dose series show IC50 in µM; 290,000 compounds, 0.052% hits;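 active = inhibition of at least 50% with at least 30 cells and total cytoplasm GFP at most 10,000,000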
NOD2 inhibition: NOD2 signaling inhibitors, cell-based, luminescence, uHTS, HEK293 (AID 1566). one-dose inhibition, % at 4 µM; EC50 in µM for titrated hits. HEK293 NOD2/NF-kB luciferase reporter, luminescence; higher % means a stronger effect. 290,000 compounds, 0.63% hits; also: many of its hits are not listed in these tables
HIV peptide binding: inhibitors of HIV fusion peptide binding, primary screen, biochemical, uHTS, fluorescence dequenching (AID 1986); 290,000 compounds, 0.3% hits; cell-free peptide binding, fluorescence dequenching, 30 min; higher % means a stronger effect; inhibition, % at 20 µM; hits with a dose series show IC50 in µM; in the data active = inhibition mostly above about 52%, no sharp cut-off; inactive = mostly below about 76%; also: some results filed as inactive read as strong as hits
KOR beta-arrestin-2: KOR antagonists, beta-arrestin recruitment, cell-based, luminescence, uHTS (AID 1778) | Kappa-type opioid receptor (Homo sapiens) | KOR beta-arrestin recruitment, luminescence, antagonist mode; higher % means a stronger effect | inhibition, % at 10 µM, or IC50 in µM where a hit was titrated | 290,000 compounds, 0.091% hits; also: strong numbers were not always called active
GPR55 LPI antagonism: GPR55 antagonists blocking LPI-driven arrestin recruitment, primary screen, imaging, U2OS, beta-arrestin-GFP, LPI agonist (AID 2013); one-dose inhibition, % at 10 µM; IC50 in µM for titrated hits; U2OS GPR55 beta-arrestin-GFP translocation imaging, LPI antagonism; higher % means a stronger effect; G-protein coupled receptor 55 (Homo sapiens); 290,000 compounds, 0.13% hits;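 active = spots per cell inhibited over 60%, with over 100 cells counted and total cytoplasm intensity under 500,000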;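 also: U2OS cells stably carrying GPR55 and arrestin-GFP stimulated by 5 µM LPI near EC80; imaged beta-arrestin-GFP aggregate spots per cell after agonist stimulation; plate controls were LPI-stimulated DMSO wells for no effect and DMSO wells without LPI for full effect; some results filed as inactive read as strong as hits; confirmed hits need IC50 under 10 µM and bright autofluorescent wells are also inconclusive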
Myeloid diff MLP GFP+ MAC1+ %: second read-out of Myeloid diff MLP, no call of its own (marks repeat the call); GFP+ MAC1+ double positive, %; measured here: differentiation confirmed by MAC1 staining
The depositor's hits bear a star; i = inactive; / = no result given; [ ] = dose if it differs, or a comment. Rule as the data show it, unless noted: active = inhibition above about 50%; inactive = the rest.

SMILES	NOD1 inhibition	KOR beta-arrestin-1	GPR55 activation	Myeloid diff MLP	Myeloid diff MLP GFP+ MAC1+ %	GPR35 antagonists	NOD2 inhibition	HIV peptide binding	KOR beta-arrestin-2	GPR55 LPI antagonism
CC1CCN(CCC(=O)NN)CC1	-34%	2.8%	-0.3%	i	0.3	-7%	5%	1.0%	-26%	1%
CCn1c(SCC(=O)NCc2ccc(F)cc2)nc2c(c1=O)SC(C)C2 (stereo unspecified)	-14%	-0.6%	-0.1%	i	3.2	-5%	-2%	3.9%	-9%	-14%
COC(=O)Cn1c(Cc2ccccc2)nc2ccccc21	-17%	-5.0%	-0.1%	i	0.2	15%	1%	2.0%	-38%[20 µM]	-6%
CC(=O)N(/N=C/c1ccc(C)cc1)c1nc(CCl)cs1	-44%	-3.3%	0.6%	i	1.0	-6%	-35%	-1.7%	-25%	2%
COc1ccccc1CNC(=O)c1ccccc1N(C)S(C)(=O)=O	0%	-0.7%	0.0%	i	0.8	-2%	7%	-2.3%	-22%	0%
COC1CCN(C(=O)CC2C(=O)NCCN2CC2CCCCC2)CC1 (stereo unspecified)	-24%	-3.2%	-0.2%	i	0.2	4%	12%	0.2%	-12%	10%
CC(C)OCc1c(C(=O)OC/C(O)=C(\C#N)c2nc3ccccc3[nH]2)oc2ccccc12	-26%	0.0%	-0.1%	i	0.0	-11%	-12%	1.4%	-70%[20 µM]	-2%
O=C(c1noc2c1CCCC2)N1CCN(c2ccccc2)CC1	-38%	2.4%	-0.1%	i	4.3	12%	-18%	0.5%	-12%	-12%
O=C(NC1CC2CCCC(C1)N2C(=O)Nc1ccc(Cl)c(C(F)(F)F)c1)C1CC1 (stereo unspecified)	-3%	0.2%	-0.1%	i	1.1	-2%	12%	1.3%	1%	17%
COC(=O)c1cc(N2C(=O)C3C(C2=O)C2(C)C=CC3(C)O2)ccc1Cl (stereo unspecified)	-34%	-3.2%	-0.3%	/	/	2%	-2%	10%	0%	-5%
COc1ccc(NC(=O)CN(C)C(=O)CCc2ccccc2)cc1	-15%	1.7%	-0.4%	i	1.2	2%	5%	1.6%	3%	14%
CC[n+]1oc(-c2ccccc2)cc1C	-14%	2.0%	1.3%	i	0.6	4%	4%	3.9%	8%	-5%

A second format for 3 compounds above:
SMILES | NOD1 inhibition | KOR beta-arrestin-1 | GPR55 activation | Myeloid diff MLP | Myeloid diff MLP GFP+ MAC1+ % | GPR35 antagonists | NOD2 inhibition | HIV peptide binding | KOR beta-arrestin-2 | GPR55 LPI antagonism
O=C(c1noc2c1CCCC2)N1CCN(c2ccccc2)CC1 | -38% | 2.4% | -0.1% | i | 4.3 | 12% | -18% | 0.5% | -12% | -12%
O=C(NC1CC2CCCC(C1)N2C(=O)Nc1ccc(Cl)c(C(F)(F)F)c1)C1CC1 (stereo unspecified) | -3% | 0.2% | -0.1% | i | 1.1 | -2% | 12% | 1.3% | 1% | 17%
COC(=O)c1cc(N2C(=O)C3C(C2=O)C2(C)C=CC3(C)O2)ccc1Cl (stereo unspecified) | -34% | -3.2% | -0.3% | / | / | 2% | -2% | 10% | 0% | -5%

Further compounds follow.
SMILES	NOD1 inhibition	KOR beta-arrestin-1	GPR55 activation	Myeloid diff MLP	Myeloid diff MLP GFP+ MAC1+ %	GPR35 antagonists	NOD2 inhibition	HIV peptide binding	KOR beta-arrestin-2	GPR55 LPI antagonism
COC(=O)c1[nH]c2cccc(OC)c2c1NC(=O)CN1CCOCC1	-29%	22%	-0.2%	/	/	13%	-6%	0.0%	0%	3%
O=C(COC(=O)c1sc2cc(F)ccc2c1Cl)Nc1ncc(Cl)cc1Cl	-30%	-1.4%	0.1%	i	1.4	-16%	8%	2.3%	2%	7%
CN(C)C(=O)CSc1nc2ccc(N3C(=O)c4ccccc4C3=O)cc2s1	-8%	3.2%	-0.1%	i	0.4	10%	5%	-0.6%	-15%	9%
Cc1cccc(NC(=O)C2(c3ccccc3)CCOCC2)c1	-18%	0.0%	-0.3%	i	0.2	-2%	-7%	-1.2%	-31%	-6%
COc1ccc(N=CC=C2OC(C)(C)C(C)(C)O2)cc1OC	-7%	1.1%	0.5%	i	0.3	2%	13%	0.3%	12%	13%
COc1ccc(-n2c(C)nc(N)c2C(=O)c2ccccc2)cc1	-10%	-1.2%	0.0%	i	0.2	5%	-13%	0.2%	19%	-2%
O=C(NCc1ccco1)/C(=C/c1ccco1)NC(=O)c1ccc(Br)o1	-31%	1.3%	-0.2%	i	1.3	-6%	5%	24%	21%	3%
O=C(CCCn1c(=S)[nH]c2ccc(Br)cc2c1=O)NCC1CCCO1 (stereo unspecified)	-2%	-3.5%	0.5%	i	0.9	9%	-17%	-1.9%	-25%	9%
COc1ccc(OC)c(CNC(=O)CCSCc2ccc(F)cc2Cl)c1	-2%	-2.6%	0.0%	i	0.5	-5%	24%	0.0%	-1%	-3%
CCC(Sc1nc2c(cnn2-c2ccc(Cl)cc2)c(=O)[nH]1)C(=O)OC (stereo unspecified)	0%	3.2%	-0.1%	i	2.0	19%	9%	3.2%	-27%	0%
COc1ccc(C(=O)Cn2nnc(-c3ccccc3NC(=O)C3CC3)n2)cc1	3%	-0.5%	-0.2%	i	1.9	0%	14%	-1.3%	28%	2%
C(=N\NC1=Nc2cccc3cccc1c23)/c1cccnc1	-48%	-0.9%	0.2%	i	0.3	-8%	-68%	16%	-44%	-24%
COc1ccc(C2=CSC3=NCCN23)cc1[N+](=O)[O-]	-6%	-0.3%	-0.2%	i	0.4	1%	18%	0.8%	4%	17%
COc1ccc(Cl)cc1C(=O)NC(C)C	-24%	-2.5%	-0.2%	i	0.3	-8%	16%	1.6%	6%	7%
CCCOC(=S)Nc1ccccc1	-6%	2.1%	-0.2%	i	0.8	3%	2%	-1.5%	-65%	1%
CC(=O)NC(CCS(C)(=O)=O)C(=O)Nc1cc(Cl)ccc1Cl (stereo unspecified)	-10%	0.1%	-0.1%	i	2.6	13%	13%	-1.0%	3%	1%
CC(C)c1ccc(C2c3[nH]c4ccccc4c3C[C@H]3C(=O)N(c4ccccc4C(=O)N4CCC[C@@H]4C(=O)O)C(=O)N23)cc1 (stereo partly specified)	-19%	-2.6%	-0.2%	i	4.4	-5%	18%	24%	-1%[20 µM]	4%
CCOC(=O)N1CCN(CCc2ccccc2)CC1	-12%	-4.4%	-0.3%	i	0.4	0%	-7%	1.7%	-43%[20 µM]	-3%
O=C(NNC(=S)Nc1ccc(Cl)cc1Cl)c1ccncc1	-8%	-5.1%	0.6%	i	0.6	6%	14%	10%	13%	-2%
CCCN1C(=O)C(NC(C)=O)c2cc(OC)ccc21 (stereo unspecified)	-17%	0.2%	-0.1%	i	1.0	18%	-2%	1.8%	-24%	14%
O=C(Nc1ccon1)c1cccc(S(=O)(=O)N2CCCC2)c1	-14%	-0.9%	0.0%	i	9.1	-4%	-8%	-0.3%	5%	16%
Cc1nc(N)sc1C(=O)N/N=C/c1ccccc1[N+](=O)[O-]	-58%	1.2%	0.0%	i	0.2	8%	-39%	0.4%	-5%	-14%
Cc1ccc2cc(CCNC(=O)C3CCCCC3)c(=O)[nH]c2c1C	-11%	-4.6%	-0.1%	i	3.0	10%	15%	1.8%	-24%[20 µM]	-9%
COCCN1C(=O)N[C@@H](c2ccc(Br)cc2)C(C(=O)OC)=C1C	-18%	-1.7%	0.4%	/	/	-5%	3%	-0.6%	-18%	7%
O=S(=O)(c1ccc(Cl)cc1Cl)n1ccc2cccnc21	44%	-24%	0.1%	i	0.2	-8%	-15%	-1.7%	-4%	4%
CC(=O)NNc1ccc(C(F)(F)F)cc1[N+](=O)[O-]	-20%	-5.3%	0.5%	i	3.6	9%	3%	0.6%	18%	11%
Cc1ccc(S(=O)(=O)Nc2ccc3c(c2)nc(CCN2CCCCC2)n3C)cc1	-1%	1.0%	1.8%	i	0.6	7%	15%	-1.5%	36%	14%
CCOc1ccc(-c2nc(C#N)c(N3CCCCCC3)o2)cc1	-16%	-3.6%	-0.3%	i	1.9	8%	2%	-3.7%	19%	76%
CCCC(O)(c1ccc(Cl)cc1)C(CN1CCOCC1)c1ccc(Cl)cc1 (stereo unspecified)	2%	-3.4%	-0.1%	i	0.6	-3%	-14%	0.1%	18%	11%
CCCc1nnc(NC(=O)C2CC(=O)N(C3CCCC3)C2)s1 (stereo unspecified)	10%	1.9%	-0.1%	i	0.0	4%	8%	2.1%	-20%	1%
Cn1c(=O)c2c(nc(N3CCOCC3)n2C)n(C)c1=O	-27%	-4.0%	-0.4%	i	0.3	4%	-8%	-2.9%	18%	-7%
Cc1cccc(-c2nc3ccccc3c3nncn23)c1	-20%	-3.8%	-0.3%	i	1.7	-7%	-2%	0.4%	4%	2%
O=C(/C=C/Nc1ccc(Oc2ccccc2)cc1)c1ccco1	7%	0.6%	0.2%	i	0.5	-4%	-204%	1.5%	-20%	8%
Cn1c(CCC(=O)OCC(=O)NCC(F)(F)F)nc(=O)c2ccccc21	-25%	-2.2%	0.7%	i	0.9	11%	18%	-0.2%	1%	3%
S=c1nc(Cc2ccc(Cl)cc2)[nH]c2ccccc12	-11%	-3.0%	0.2%	i	0.1	2%	-13%	0.0%	21%	13%
COc1ccccc1N1C(=O)C2C(c3ccc(F)cc3)NN(C(=O)c3ccc(C)cc3)C2C1=O (stereo unspecified)	-13%	-1.4%	-0.3%	i	0.5	12%	18%	-2.0%	-16%	1%
CC(C)(C)NC(=O)CSc1ncnc2c1nnn2Cc1ccccc1Cl	15%	10%	0.2%	i	0.3	15%	-30%	1.5%	1%	19%
COc1ccc(C(=O)O)cc1NCc1cccnc1	-33%	-2.8%	-0.2%	i	0.4	-1%	-1%	-1.4%	-29%	-5%
COc1ccc(CCNC(=O)CCn2c(SCC#N)nc3ccccc3c2=O)cc1OC	10%	-1.8%	-0.1%	i	1.1	1%	27%	2.5%	-8%	-3%
COc1ccccc1CNC(=O)CCc1nc2ccccc2c(=O)[nH]1	-6%	-5.7%	0.2%	i	0.8	-10%	5%	0.3%	-16%	4%
CCOC(=O)C1CCN(C(=O)c2cn(C)c(=O)c3cc(OC)c(OC)cc23)CC1	-27%	-1.8%	0.2%	i	0.0	-6%	-7%	0.2%	-26%	2%
COc1cc(C)c(Cl)cc1S(=O)(=O)NCc1ccncc1	48%	-3.8%	-0.1%	/	/	15%	19%	-2.2%	-98%	12%
COc1ccc(OC)c(C2=NOC(C(=O)Nc3c(C)n(C)n(-c4ccccc4)c3=O)C2)c1 (stereo unspecified)	4%	-3.2%	0.2%	i	1.9	-6%	16%	-0.8%	19%	12%
Cc1ccc(CN2C(=O)/C(=C3\SC(N4CCOCC4)=NC3=O)c3cc(Br)ccc32)cc1	-15%	2.6%	-0.2%	/	/	13%	0%	-1.3%	-18%	-4%

Not all compounds are listed; count on the stated rates, not on these rows.
